Bioassay records (PubChem)
MLL CXXC-DNA inh = blocks binding of human MLL CXXC domain to DNA; MLL-CXXC / FITC-HOXA9 DNA fluorescence polarization; Potency, µM (titrated, usually from 115 µM), for inactives: top-dose activity change, negative = inhibition, hits mostly inhibitors; 290,000 tested, 0.037% active; AID 2662; active = well fitted inhibition curve with a large enough effect in the polarisation, with a control signal flat, not every such curve was filed as active; inconclusive = small, poorly fitted or top-dose-only effect, or effect the other way, or a change in a side signal; inactive = no such curve, though single readings can be large or run the other way; the % refers to the polarisation; note: potency is the fitted concentration of half-maximal effect
Target sequence (Q03164 whole entry, looked up, the tested form may be a part): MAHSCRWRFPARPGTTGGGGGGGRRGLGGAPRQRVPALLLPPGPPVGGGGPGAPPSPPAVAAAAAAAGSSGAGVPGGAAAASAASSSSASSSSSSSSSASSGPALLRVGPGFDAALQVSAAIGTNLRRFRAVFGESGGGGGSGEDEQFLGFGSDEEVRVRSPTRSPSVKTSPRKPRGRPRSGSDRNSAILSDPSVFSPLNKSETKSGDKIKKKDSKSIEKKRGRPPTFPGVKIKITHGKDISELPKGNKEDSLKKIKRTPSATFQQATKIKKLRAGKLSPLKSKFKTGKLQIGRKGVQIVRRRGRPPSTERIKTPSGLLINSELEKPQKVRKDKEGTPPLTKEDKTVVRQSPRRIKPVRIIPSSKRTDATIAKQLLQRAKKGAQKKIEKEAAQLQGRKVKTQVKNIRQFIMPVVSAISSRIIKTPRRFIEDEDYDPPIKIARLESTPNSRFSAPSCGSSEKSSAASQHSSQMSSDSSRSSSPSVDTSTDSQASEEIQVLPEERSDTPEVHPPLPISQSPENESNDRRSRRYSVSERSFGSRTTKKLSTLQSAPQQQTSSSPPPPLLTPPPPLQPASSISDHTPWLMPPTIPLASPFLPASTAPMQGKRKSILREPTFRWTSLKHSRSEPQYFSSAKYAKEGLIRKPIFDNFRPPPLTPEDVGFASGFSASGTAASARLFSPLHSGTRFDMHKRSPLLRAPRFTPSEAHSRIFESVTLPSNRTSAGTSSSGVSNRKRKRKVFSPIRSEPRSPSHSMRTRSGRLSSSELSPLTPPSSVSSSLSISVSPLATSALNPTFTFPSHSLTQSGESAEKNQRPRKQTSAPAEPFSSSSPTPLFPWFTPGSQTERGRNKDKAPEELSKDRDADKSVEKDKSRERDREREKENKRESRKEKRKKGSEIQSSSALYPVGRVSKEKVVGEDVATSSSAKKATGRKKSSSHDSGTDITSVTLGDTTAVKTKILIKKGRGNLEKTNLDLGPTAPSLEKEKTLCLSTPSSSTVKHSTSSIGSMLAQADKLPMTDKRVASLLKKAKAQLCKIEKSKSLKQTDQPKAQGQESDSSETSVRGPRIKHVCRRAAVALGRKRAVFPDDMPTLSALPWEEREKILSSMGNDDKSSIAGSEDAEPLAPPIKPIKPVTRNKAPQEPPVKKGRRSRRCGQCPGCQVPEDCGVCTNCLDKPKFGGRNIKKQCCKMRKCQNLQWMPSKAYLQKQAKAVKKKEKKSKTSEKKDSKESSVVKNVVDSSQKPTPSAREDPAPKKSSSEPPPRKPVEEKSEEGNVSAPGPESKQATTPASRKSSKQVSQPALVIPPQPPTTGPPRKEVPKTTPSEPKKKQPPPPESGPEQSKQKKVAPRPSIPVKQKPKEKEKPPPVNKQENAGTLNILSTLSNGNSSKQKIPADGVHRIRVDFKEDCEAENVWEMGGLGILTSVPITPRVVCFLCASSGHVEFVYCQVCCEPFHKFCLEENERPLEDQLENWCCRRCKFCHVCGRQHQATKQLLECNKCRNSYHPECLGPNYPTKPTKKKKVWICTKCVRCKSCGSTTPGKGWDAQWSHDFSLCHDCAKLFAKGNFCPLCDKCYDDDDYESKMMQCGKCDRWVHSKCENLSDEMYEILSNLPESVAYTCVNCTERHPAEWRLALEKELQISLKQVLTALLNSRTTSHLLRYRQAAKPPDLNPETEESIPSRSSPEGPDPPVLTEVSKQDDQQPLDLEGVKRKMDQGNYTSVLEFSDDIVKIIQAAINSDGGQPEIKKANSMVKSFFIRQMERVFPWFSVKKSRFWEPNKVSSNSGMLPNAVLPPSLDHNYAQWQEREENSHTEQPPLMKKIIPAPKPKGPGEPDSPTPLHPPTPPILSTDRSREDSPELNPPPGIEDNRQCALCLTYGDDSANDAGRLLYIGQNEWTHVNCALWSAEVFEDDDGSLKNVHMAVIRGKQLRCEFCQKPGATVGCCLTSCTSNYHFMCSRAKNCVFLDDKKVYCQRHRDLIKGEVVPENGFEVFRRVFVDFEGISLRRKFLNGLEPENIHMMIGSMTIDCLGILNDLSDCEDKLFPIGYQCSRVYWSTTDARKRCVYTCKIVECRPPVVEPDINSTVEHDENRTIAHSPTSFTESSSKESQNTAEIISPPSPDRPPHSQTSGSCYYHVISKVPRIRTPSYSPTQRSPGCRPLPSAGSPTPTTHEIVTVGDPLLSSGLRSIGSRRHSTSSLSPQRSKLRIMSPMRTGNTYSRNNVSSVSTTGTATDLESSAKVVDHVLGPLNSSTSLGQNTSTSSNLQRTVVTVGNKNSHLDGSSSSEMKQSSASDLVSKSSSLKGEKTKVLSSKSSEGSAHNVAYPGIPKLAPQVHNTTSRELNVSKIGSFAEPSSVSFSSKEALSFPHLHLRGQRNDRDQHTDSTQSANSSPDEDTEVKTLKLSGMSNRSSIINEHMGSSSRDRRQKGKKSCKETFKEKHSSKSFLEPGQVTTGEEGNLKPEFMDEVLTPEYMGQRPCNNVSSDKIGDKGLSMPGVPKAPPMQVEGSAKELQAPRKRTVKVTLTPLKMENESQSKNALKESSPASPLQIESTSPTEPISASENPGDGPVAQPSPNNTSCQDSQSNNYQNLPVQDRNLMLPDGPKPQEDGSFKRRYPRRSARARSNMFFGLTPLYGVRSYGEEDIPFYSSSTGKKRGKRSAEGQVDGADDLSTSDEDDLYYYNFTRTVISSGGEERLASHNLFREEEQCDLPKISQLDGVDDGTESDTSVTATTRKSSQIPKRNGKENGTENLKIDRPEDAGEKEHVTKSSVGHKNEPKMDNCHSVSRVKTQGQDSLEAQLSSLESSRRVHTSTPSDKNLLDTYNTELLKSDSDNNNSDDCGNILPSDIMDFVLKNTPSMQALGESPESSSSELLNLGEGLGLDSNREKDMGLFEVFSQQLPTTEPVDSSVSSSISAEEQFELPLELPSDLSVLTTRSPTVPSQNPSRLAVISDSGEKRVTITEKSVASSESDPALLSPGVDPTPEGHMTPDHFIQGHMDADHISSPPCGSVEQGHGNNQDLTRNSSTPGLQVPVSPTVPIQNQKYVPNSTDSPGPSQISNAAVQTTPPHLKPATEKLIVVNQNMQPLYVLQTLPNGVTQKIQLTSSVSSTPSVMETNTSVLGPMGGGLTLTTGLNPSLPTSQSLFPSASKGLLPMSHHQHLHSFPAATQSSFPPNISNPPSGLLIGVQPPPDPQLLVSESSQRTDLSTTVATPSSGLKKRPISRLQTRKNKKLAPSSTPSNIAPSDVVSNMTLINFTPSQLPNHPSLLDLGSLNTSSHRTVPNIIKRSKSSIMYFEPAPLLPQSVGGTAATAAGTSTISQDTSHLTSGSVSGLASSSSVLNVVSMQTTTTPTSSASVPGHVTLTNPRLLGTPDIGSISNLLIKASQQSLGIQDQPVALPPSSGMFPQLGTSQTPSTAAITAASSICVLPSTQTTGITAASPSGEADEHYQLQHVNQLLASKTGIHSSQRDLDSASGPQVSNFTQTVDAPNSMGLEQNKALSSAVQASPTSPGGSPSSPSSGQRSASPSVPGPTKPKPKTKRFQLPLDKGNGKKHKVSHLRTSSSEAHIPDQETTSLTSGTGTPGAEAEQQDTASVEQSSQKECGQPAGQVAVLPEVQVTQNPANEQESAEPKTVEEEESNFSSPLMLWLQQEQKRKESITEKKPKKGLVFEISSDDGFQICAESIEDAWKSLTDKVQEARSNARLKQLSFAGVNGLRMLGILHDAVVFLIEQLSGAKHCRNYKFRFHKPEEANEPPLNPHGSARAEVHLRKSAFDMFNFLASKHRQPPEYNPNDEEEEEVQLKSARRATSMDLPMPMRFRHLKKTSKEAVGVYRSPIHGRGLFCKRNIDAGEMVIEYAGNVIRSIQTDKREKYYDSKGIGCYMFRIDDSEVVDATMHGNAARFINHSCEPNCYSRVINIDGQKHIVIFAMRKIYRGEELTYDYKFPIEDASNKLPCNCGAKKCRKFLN
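Purified MLL-CXXC (added from a 7 uM solution) was preincubated 5 min at ambient with pinned compounds in 50 mM Tris-HCl pH 7.5, 50 mM NaCl, 1 mM DTT, 0.05% BSA. Fluorescein-labeled HOX-A9 DNA (50 nM solution) followed, 30 min, then polarization read.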
B2AR arrestin = beta2AR (human) beta-arrestin recruitment activity | beta-arrestin recruitment to beta2AR, cell-based reporter | Potency, µM (doses to about 46.1 µM), for inactives: top-dose activation, actives largely listed as activators | 330,000 tested, 0.02% active;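 note: potency is the fitted concentration of half-maximal effect; 0% = DMSO controls and full agonism = EC100 isoproterenol or metaproterenol; nearly all actives have a fitted effect of over 65% in size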
TCR activator = T cell receptor activation | primary human leukocytes, anti-CD3, IL-2 HTRF, 48 h | Potency, µM (series often up to 9.22 µM), without a hit: at the top dose activation of IL-2 secretion, hits mostly activators | 330,000 tested, under 10 active; note: % of control where 0% means no effect
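TCR engagement came from a-CD3 beads alone, with compounds added to primary human leukocytes for 48 hr. Secreted IL-2 bridged europium cryptate- and d2-labelled anti-IL-2 antibodies, giving FRET emission at 665nm after 320nm excitation.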
TSG101-PTAP inh = blocks PTAP/TSG101 interaction to inhibit HIV-1 budding. 340,000 tested, under 10 active. AID 493005. Q99816. Potency, µM (titrated, usually from 115 µM), without a hit: at the highest dose activity change, negative = inhibition, usual class: inhibitors. Fluorescence polarization, FITC-PTAP peptide / Tsg101 binding; active = well fitted inhibition curve with a large enough effect in the main read-out, with a control signal flat, not every such curve was filed as active; inconclusive = small, poorly fitted or top-dose-only effect, or effect the other way, or a change in a side signal; inactive = no such curve, though single readings can be large or run the other way; note: potency is the fitted concentration of half-maximal effect; % of control where 0% means no effect
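Tsg101 binding domain (10 uM final) was mixed with compound and a FITC-labeled PTAP peptide (50 nM final) in HEPES pH 7.5 buffer with NaCl, Tween 20, EDTA and TCEP; fluorescence polarization was read after 20 min at r.t.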
AT treatment = potential ataxia-telangiectasia treatments restoring KAP-1 phosphorylation | […] A-T fibroblasts, KAP-1 phosphorylation AlphaLISA; neocarzinostatin DNA damage 30 min before lysis | Potency, µM (highest dose often 57.5 µM), inactives show at the highest dose activation, usual class: activators | 320,000 tested, 0.19% active | AID 485349; note: potency is the fitted concentration of half-maximal effect; % of control where 0% means no effect; nearly all actives have a fitted effect of over 45% in size
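hTERT-immortalized A-T patient fibroblasts ([…]), 500 cells/well in OPTI-MEM, 1% FBS, got compounds for 60 min, then NCS for 30 min at 37C. Lysates were then assayed for phospho-KAP-1 by AlphaLISA (anti-pKAP1 donor, anti-KAP1 acceptor beads), 6 hr at 25C.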
TRPV1 agonist = agonists of human vanilloid receptor 1 (TRPV1); activation, % at 8.33 µM; 320,000 tested, 0.19% active; TRPV1-expressing cells, Fluo-8 calcium influx, agonist mode; Q8NER1; AID 540275; in the data active = activation above about 80%; inconclusive = between about 30% and that limit; note: 0% is about no effect
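Fluo-8 calcium influx in TRPV1-expressing cells, kinetic read (ex 480/em 520 nm). Compound added and read 3 min for agonist activity, followed by capsaicin at EC20 final and 2 min further read for enhancement.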
BRCA1 expr up = increases BRCA1 expression; MCF7-BRCA1-FFLuc reporter, luminescence, 48 h; response scale: scaled: vehicle 0%, 10 µM genistein 100%; 380,000 tested, 1.1% active; Potency, µM (highest dose often 46.1 µM), for inactives: top-dose activation, usual class: activators; note: potency is the fitted concentration of half-maximal effect; nearly all actives have a fitted effect of over 80% in size; some results filed as inactive show a strong effect at the top dose
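MCF7-BRCA1-FFLuc cells, 2000/well in phenol-red-free MEM, attached 2 h then treated 48 h at 37 C. Luciferase luminescence read 15 min after reagent; normalized to genistein maximum activation (10microM) and DMSO, concentration-response fitted.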
ELG1 DNA repair = ELG1-dependent DNA repair inhibition | HEK293T ELG1-luciferase reporter, luminescence, 16 h; DNA damage induced by 5-fluorouridine | AID 504467 | 330,000 tested, 2.3% active | Potency, µM (top dose mostly 46.1 µM), inactives show top-dose activity change, negative = inhibition, most hits filed as inhibitors; note: potency is the fitted concentration of half-maximal effect; % is set by controls: 0 for no effect and ±100 for the full control effect; nearly all actives have a fitted effect of over 55% in size
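Cells (2,000 per well) received 5-fluorouridine plus test compound or DMSO and were incubated 16 hr at 37 °C, 5% CO2. Luciferase activity was read by luminescence 30 min after ONE-Glo addition; signal suppression marked inhibition of damage-induced ELG1 function.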
a7 integrin act = integrin-mediated muscular dystrophy alleviation activation; Potency, µM (highest dose often 38.3 µM), inactives show at the highest dose activation, usual class: activators; alpha7betagal myoblasts, beta-gal FDG fluorescence, 48 h; 350,000 tested, 0.064% active;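 note: potency is the fitted concentration of half-maximal effect; 100% = response of the positive control SU9516; nearly all actives have a fitted effect of over 60% in size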
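alpha7betagal+/- myoblasts (passage 13, 250/well) treated 48 h at 37C with compounds at 1:260 dilution of DMSO stock. Lysed, then beta-galactosidase activity read as FDG fluorescence (ex 480/em 540) after 30 min, with pre-read for autofluorescence.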
p53 reactivation = restores transcriptional activity of mutant p53 | H1299 p53-A138V BP100-luciferase reporter, luminescence, 24 h | Potency, µM (highest dose often 92.2 µM), for inactives: at the top dose activity change, positive = activation, usual class: activators | 320,000 tested, 0.063% active; note: potency is the fitted concentration of half-maximal effect; % of control where 0% means no effect; nearly all actives have a fitted effect of over 45% in size
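p53-null H1299 cells stably carrying temperature-sensitive p53-A138V and a BP100-luciferase reporter were pinned with compounds (4-point, 1:5 series) and held 24 hrs at 37 deg C. Luminescence was read 10 min after detection reagent.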
Numbers without * were called inactive; u = inconclusive; x = no result given; & = joins results of further samples; [ ] = dose if it differs, or a comment. Unless noted, calls come from the whole dose curve; as a rule, active = well fitted curve in the direction sought with a large enough effect; inconclusive = small, poorly fitted or top-dose-only effect, or another doubt; inactive = no such curve, though single readings can be large; an effect the other way counts as inactive or inconclusive. The list is partial, so the mix of outcomes need not match the whole.

Structure	BRCA1 expr up	B2AR arrestin	TCR activator	MLL CXXC-DNA inh	TSG101-PTAP inh	TRPV1 agonist	ELG1 DNA repair	AT treatment	a7 integrin act	p53 reactivation
Fc1ccc(C(OCCN2CCCC2)c2ccc(F)cc2)cc1	-12%	-0.3%	-4%[46.1 µM]	-3%	0%	-3	-4%	1%	u	-7%
C[C@H]1OC[C@@H](C[N+](C)(C)C)O1	-46%	-1.0%	6%	7%&-8%	1%	28	4%	-6%	x	-1%
CCc1cc2c(N3CCN(C)CC3)ncnc2s1	-1%	-0.6%	1%[46.1 µM]	3%	2%	3	1%	-2%	-16%	-19%
CCn1nc(-c2cccs2)nc2c(=O)n(C)c(=O)nc1-2	x	-0.4%	-2%	u	5%	-1	u	27%	-58%[inhibitor]	-64%[inhibitor]
NNC(=O)c1ccc(Cl)cc1	-6%	-0.8%	-8%[46.1 µM]	7%	-3%	11	u	2%	14%	u
Cc1ccsc1C(=O)C1CCCN(Cc2cnc(N(C)C)s2)C1 (stereo unspecified)	x	-0.1%	x	9%	x	7	-8%	10%	x	7%
O=C(CCl)NCC1CCCO1 (stereo unspecified)	-12%	-1.2%	7%	-3%	-2%	6	-4%	2%	-5%	7%
CCCCn1c(=O)c(C(=O)Nc2nnc(C(C)C)s2)c(O)c2ccccc21	x	0.4%	x	-1%	x	0	3%	-5%	x	1%
O=C1NC(=O)N(c2ccc3c(c2)OCO3)C(=O)/C1=C/c1ccc(N2CCCC2)o1	-3%	-0.4%	2%[46.1 µM]	u	u	7	10%	-1%	-23%	-4%
CN(Cc1ccccc1)C(=O)c1cccc(NC(=O)Cc2ccc([N+](=O)[O-])cc2)c1	-30%	-0.9%	-5%	x	-1%	x	u	-4%	-36%	-5%
Cc1ccc2c(c1)cc1c(=O)n(CC(=O)N3CCC4(CC3)OCCO4)nc(C)n12	-2%	-1.2%	-8%	4%	-7%	-1	-1%	-6%	-47%	-2%
CC12CC(c3ccccc3O1)C(C(=O)OCc1ccccc1)C(=O)N2 (stereo unspecified)	19%	0.2%	3%[46.1 µM]	-2%	-6%	0	11%	-1%	5%	8%
Cc1ccc(CS(=O)(=O)CCC(=O)N2CCC3(CC2)OCCO3)cc1	14%	-0.4%	x	11%	-6%	-2	16%	1%	-2%	1%
COc1ccc2c3c1OC1C(=O)CC[C@@]4(O)[C@@H](C2)N(CC2CC2)CC[C@]314 (stereo partly specified)	3%	-1.2%	6%	x	-4%	x	15%	7%	x	-5%
O=[N+]([O-])c1cc(-n2cnnn2)c(O)c([N+](=O)[O-])c1	2%	0.2%	-5%	1%	-7%	2	16%	-8%	u	8%
C[C@]1(O)CCC2C3CC[C@H]4C[C@@H](OC(=O)CNC(=O)CN)CC[C@]4(C)C3CC[C@@]21C (stereo partly specified)	-31%	0.0%	9%	x	-7%	x	7%	1%	9%	1%
O=C(Cn1cnc2sc3c(c2c1=O)CCCC3)NCCC(=O)N1CCC2(CC1)OCCO2	0%	0.2%	-1%	-7%	-7%	-4	-1%	-2%	9%	-1%
COCCOC(=O)c1c(N)n(Cc2ccc(OC)cc2)c2nc3ccccc3nc12	-34%	-0.1%	-13%	-4%	-4%	1	15µM*	8%	-20%	-3%
Cc1cccc(N2C(=O)NC(=O)C3(Cc4cc(C)ccc4N(C)C3)C2=O)c1 (stereo unspecified)	-28%	0.4%	-6%	-9%	-4%	-1	3%	15%	7%	-4%
Cc1nn(Cc2ccccc2)c(C)c1C(=O)OCC(=O)Nc1cc(S(C)(=O)=O)ccc1Cl	-2%	-0.3%	-9%	3%	1%	3	u	0%	3%	-2%
Clc1ccccc1N1CCN(Cc2ccc3c(c2)OCO3)CC1	6%	-0.1%	-3%	26%	0%	9	-9%	2%	-28%	x
COC(=O)C1=C(c2cccc(OC)c2OC)C[C@@H]2CC[C@H]1N2C(=O)NCC1CC1	23%	x	7%	x	2%	x	x	x	4%	x
N#CC(C#N)=C(N)c1cccnc1	-26%	0.0%	-1%	15%	-4%	-4	8%	-4%	20%	-2%
O=C(Nc1nccs1)c1c(O)c2c(n(Cc3ccco3)c1=O)CCCC2	-66%	0.6%	3%	-19%	1%	11	u	8%	-2%	2%
COc1cc(C[C@@H](C)N)c(OC)cc1I	-10%	-0.7%	5%	-8%&8%	0%	0	u	8%	x	-4%
COc1ccccc1NS(=O)(=O)c1cc(NC(=O)c2ccc(Cl)nc2)ccc1N1CCCC1	-67%[inhibitor]	-0.4%	-1%	x	-1%	x	16µM*	1%	u	0%
COc1ccc(CN2CCN(c3ccccc3F)CC2)cc1O	8%	0.4%	x	1%	-6%	1	-6%	x	-16%	1%
CCN(CC)c1ccc(N=Cc2c(O)n(-c3ccccc3)c(=O)[nH]c2=O)cc1	-51%	-0.5%	2%	-9%	4%	-4	20%	-6%	-8%	12%
COc1cc(OC)c(C=O)c(OC(=O)N(C)C)c1	-22%	-0.3%	-2%	14%	0%	0	2%	2%	10%	-3%
Cc1ccc(C(c2nnnn2Cc2ccccc2)N2CC=C(c3ccc(F)cc3)CC2)cc1 (stereo unspecified)	-35%	2.8%	x	11%	-2%	19	-2%	-8%	7%	-7%
CC1CC(C)OP(=O)(OCCC#N)O1 (stereo unspecified)	8%	x	-3%	x	-5%	x	x	x	u	x
CCN(CC)C(=O)c1ccc2c(c1)C1C(Cl)C(Sc3ccccc3[N+](=O)[O-])CC1C(C(=O)O)N2 (stereo unspecified)	-26%	-1.1%	12%	3%	-19%	0	-27%	-11%	-12%	-4%
CCOC(=O)C1=C(N)OC2=C(C(=O)CCC2)[C@]12C(=O)N(CC(N)=O)c1ccccc12	3%	-0.8%	1%	-15%	-5%	-2	3%	1%	-30%	4%
COC(=O)C1=C(c2ccc(S(C)(=O)=O)cc2)C[C@@H]2CC[C@H]1N2C(=O)NCc1ccc(C(F)(F)F)cc1	0%	x	1%	x	1%	x	x	x	13%	x
C=CC[C@@H](C)CC(=O)C(CCCN=[N+]=[N-])SOOc1ccccc1 (stereo partly specified)	4%	0.3%	1%	x	0%	16	-7%	16%	6%	1%
CCc1nn(CC(=O)N2CCC3(CC2)OCCO3)c(=O)c2cc3ccccc3n12	0%	0.0%	-8%	1%	-6%	-1	0%	0%	4%	-6%
COC(=O)C1=C(c2cccc(C#N)c2)C[C@@H]2CC[C@H]1N2C(=O)NCCCOC(C)C	-9%	0.3%	9%	x	-8%	-8	3%	-1%	8%	-6%
Cc1ccc(-c2nc(CS(=O)CC(=O)N3CCC4(CC3)OCCO4)c(C)o2)cc1 (stereo unspecified)	x	-0.1%	x	10%	x	-1	5%	-4%	x	0%
O=C(CCC(=O)N1CCC2(CC1)OCCO2)Nc1nnc(C(F)(F)F)s1	-60%	0.5%	3%	3%	-7%	-1	-9%	1%	-5%	2%
